EPAC1 ag – activates human EPAC1 exchange factor. 0.073% of 360,000 active. Potency, µM (series often up to 154 µM), inactives show top-dose activation, hits mostly activators. O95398. EPAC1 agonist qHTS, biochemical assay; response scale: 100% = response to 6.5 mM cAMP; note: potency is the fitted concentration of half-maximal effect; nearly all actives have a fitted effect of over 60% in size
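Nucleotide exchange by EPAC1 (100 nM) on Rap1B–BODIPY-GDP (250 nM) in the presence of 50 uM GDP is tracked fluorescently at 480/540 nm over 30 min. Signals are normalized to a 6.5 mM cAMP control.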
WRN inhibitor – WRN helicase (human) inhibition; Potency, µM (series often up to 114 µM), for inactives: top-dose activity change, negative = inhibition, actives largely listed as inhibitors; AID 651768; 0.46% of 360,000 active; WRN helicase unwinding, fluorescent forked duplex, kinetic; note: potency is the fitted concentration of half-maximal effect; % is set by controls: 0 for no effect and ±100 for the full control effect; nearly all actives have a fitted effect of over 55% in size
Target sequence (Q14191 whole entry, looked up): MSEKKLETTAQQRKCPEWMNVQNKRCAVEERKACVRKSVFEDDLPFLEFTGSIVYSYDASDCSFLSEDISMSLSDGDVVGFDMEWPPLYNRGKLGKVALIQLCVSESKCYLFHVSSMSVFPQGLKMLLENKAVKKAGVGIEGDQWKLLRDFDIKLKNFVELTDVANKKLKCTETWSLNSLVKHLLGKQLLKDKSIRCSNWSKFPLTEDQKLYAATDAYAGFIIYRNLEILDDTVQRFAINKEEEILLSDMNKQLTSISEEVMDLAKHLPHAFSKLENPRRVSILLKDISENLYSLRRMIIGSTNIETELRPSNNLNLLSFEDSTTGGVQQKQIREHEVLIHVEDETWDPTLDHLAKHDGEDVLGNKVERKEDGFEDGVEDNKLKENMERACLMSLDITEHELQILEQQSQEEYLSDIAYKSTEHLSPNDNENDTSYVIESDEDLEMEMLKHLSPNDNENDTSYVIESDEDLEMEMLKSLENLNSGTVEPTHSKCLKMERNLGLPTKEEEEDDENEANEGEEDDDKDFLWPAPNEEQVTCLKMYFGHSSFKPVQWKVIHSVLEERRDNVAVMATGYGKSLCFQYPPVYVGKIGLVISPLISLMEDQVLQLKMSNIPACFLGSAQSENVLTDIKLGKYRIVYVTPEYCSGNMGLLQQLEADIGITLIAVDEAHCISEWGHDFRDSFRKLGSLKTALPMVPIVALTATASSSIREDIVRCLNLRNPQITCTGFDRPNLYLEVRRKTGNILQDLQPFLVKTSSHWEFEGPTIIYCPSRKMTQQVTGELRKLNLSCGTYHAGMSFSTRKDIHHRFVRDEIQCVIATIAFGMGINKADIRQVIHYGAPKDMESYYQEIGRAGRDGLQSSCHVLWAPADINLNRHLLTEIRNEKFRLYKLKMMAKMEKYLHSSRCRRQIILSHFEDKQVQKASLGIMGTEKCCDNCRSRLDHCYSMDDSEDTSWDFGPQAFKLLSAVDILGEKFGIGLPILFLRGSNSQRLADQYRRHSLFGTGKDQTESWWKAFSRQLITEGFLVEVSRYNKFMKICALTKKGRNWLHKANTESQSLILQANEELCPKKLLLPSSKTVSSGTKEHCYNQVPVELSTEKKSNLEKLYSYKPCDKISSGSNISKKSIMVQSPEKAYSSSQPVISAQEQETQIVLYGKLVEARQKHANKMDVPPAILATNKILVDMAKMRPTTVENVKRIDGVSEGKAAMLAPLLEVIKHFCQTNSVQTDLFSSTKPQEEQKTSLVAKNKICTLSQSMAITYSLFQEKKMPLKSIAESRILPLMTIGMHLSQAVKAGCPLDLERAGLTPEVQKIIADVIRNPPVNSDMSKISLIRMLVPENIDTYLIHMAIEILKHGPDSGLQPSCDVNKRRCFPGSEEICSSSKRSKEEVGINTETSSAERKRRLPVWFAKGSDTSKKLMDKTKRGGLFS
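WRN at 20 nM final was preincubated with compound for 15 min at room temperature; reaction started with 100 nM forked duplex oligonucleotide carrying fluorophore and quencher plus 2 mM ATP (final). Unwinding followed kinetically by red fluorescence (ex 525/em 598 nm).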
PLK1 PBD block – blocks phosphopeptide binding to human PLK1 polo-box domain; Plk1 PBD binding of FITC phosphopeptide, fluorescence polarization; Potency, µM, without a hit: max response, negative = inhibition, most hits filed as inhibitors; 2.8% of 360,000 active; AID 720504; note: potency is the fitted concentration of half-maximal effect; series mostly up to about 57 µM; % is set by controls: 0 for no effect and ±100 for the full control effect; nearly all actives have a fitted effect of over 65% in size
Abeta rescue – A-beta toxicity reversal in yeast. 0.063% of 410,000 active. Potency, µM (doses to about 46.1 µM), for inactives: at the top dose growth rescue, most hits filed as activators. yeast expressing A-beta42, growth rescue, OD600, 48 h; response scale: 0% DMSO, 100% iron-clioquinol control; note: potency is the fitted concentration of half-maximal effect; nearly all actives have a fitted effect of over 55% in size
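Yeast A-beta toxicity model in growth medium with pinned compounds, 48 h at 30 C; growth read as absorbance at 600 nm. Normalized to FeCl3/clioquinol equimolar mix (positive) and DMSO (negative).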
aSyn yeast inh – alpha-synuclein toxicity inhibition in yeast | Yeast expressing alpha-synuclein, growth rescue, BacTiter-Glo, 24 h | Potency, µM (doses to about 46.1 µM), for inactives: at the top dose growth rescue (activation), hits mostly activators | 0.14% of 370,000 active | AID 652106; note: potency is the fitted concentration of half-maximal effect; % of control where 0% means no effect; nearly all actives have a fitted effect of over 65% in size
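Galactose-induced alpha-syn yeast (OD600=0.02, raffinose-pregrown) + pinned cpd, 24 hr, 30 deg C; growth by BacTiter-Glo luminescence. Growth restoration scores as activation.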
EPAC1 antag – EPAC1 (human) antagonism; EPAC1 GEF assay, Rap1b-BODIPY-GDP exchange fluorescence; Potency, µM (top dose mostly 115 µM), without a hit: at the highest dose activity change, negative = inhibition, usual class: inhibitors; 0.14% of 360,000 active; AID 720709;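 note: potency is the fitted concentration of half-maximal effect; plate controls were vehicle for no effect and positive control for full effect; nearly all actives have a fitted effect of over 50% in size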
PI5P4Ka inh – PI5P4K alpha (human) kinase inhibition; max response, %; PI5P4Kalpha enzyme, ADP-Glo luminescence, 60 min; hits give low values; 1.2% of 330,000 active; AID 652105; P48426; active = max response of -50% or lower; inconclusive = between -30% and -50%; inactive = -30% or higher; note: value at the top dose of about 77 µM; % is set by controls: 0 for no effect and ±100 for the full control effect
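Luminescence from ADP-Glo served as readout of PI5P4Kalpha activity in a qHTS format. Reaction: enzyme, substrate, compound, ATP at 5 microM final, 60 min at RT.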
FUS yeast rescue – FUS proteinopathy suppression in yeast | S. cerevisiae FUS-expressing, growth rescue, OD600, 24 h | Potency, µM (highest dose often 76.6 µM), for inactives: at the top dose growth rescue (activation), actives largely listed as activators | 0.24% of 390,000 active | AID 1347120;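 note: potency is the fitted concentration of half-maximal effect; plate controls were DMSO vehicle for no effect and reference control for full effect; nearly all actives have a fitted effect of over 55% in size; some results filed as inactive show a strong effect at the top dose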
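Read-out: OD at 600 nm after 24hr at 30C, reporting rescue of FUS-induced yeast toxicity. Cells at OD 0.005 in galactose (2%) minimal medium; compounds tested in a dilution series; CP55940 titration from 92uM final as control.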
IL-2 act – IL-2 activation; IL-2 activation reporter assay, cell-based qHTS; stimulated with anti-CD3/CD4/CD28 beads; in transgenic mouse T cells; activation, % (series mostly up to about 46 µM); 0.065% of 360,000 active; in the data active = activation above about 50%; inconclusive = mostly about 30% to 49%; note: 0% is about no effect
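Using fluorescent plate cytometry, EGFP and DsRed are detected in transgenic mouse T cells stimulated 18 h at 37 degrees C with antibody-coated beads after 60 min compound pretreatment.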
* marks the source's active call; other numbers are inactive results; ? = inconclusive; nt = not tested or not shown; & = joins results of further samples; [ ] = another dose, or the depositor's remark. Unless noted, calls come from the whole dose curve; as a rule, active = well fitted curve in the direction sought with a large enough effect; inconclusive = small, poorly fitted or top-dose-only effect, or another doubt; inactive = no such curve, though single readings can be large; an effect the other way counts as inactive or inconclusive.

Values in the order – EPAC1 ag	WRN inhibitor	PLK1 PBD block	Abeta rescue	aSyn yeast inh	EPAC1 antag	PI5P4Ka inh	FUS yeast rescue	IL-2 act
COc1cccc(C(C)NC(=O)c2c(F)cccc2Cl)c1 (stereo not given)
 : -7%	0%	5%	1%	6%	4%	8	nt	-0.8
Cc1ccc(Nc2nc(Oc3ccc(OCc4ccccc4)nn3)nc(N3CCOCC3)n2)cc1
 : 8%	0%	-1%	4%	-16%	2%	0	-13%	-1.8
FC(F)(F)c1cc(Cl)c2nc(-c3cccc(Cl)c3)c(Cc3cccc(Cl)c3)n2c1
 : 1%	1%	-1%	-12%	-7%	-2%	-1	-16%	7.7
Cc1cc(OC(=O)c2cc(Br)ccc2Cl)c([N+](=O)[O-])c(=O)[nH]1
 : 5%	4%	5%	3%	5%	6%	-2	-22%	0.1
CCOC(=O)N1CCN(S(=O)(=O)c2ccc(F)c(C(=O)Nc3ccc(C)c(Cl)c3)c2)CC1
 : -9%	81%[activator]	2%	1%	-2%	0%	2	35%	-0.8
CCOC(=O)c1nc(Nc2ccc(OC)cc2)c2ccccc2n1
 : 10%	-3%	-13%	-2%&-11%	-8%	12%	5	9%&-11%	-0.6
Cc1ccc(S(=O)(=O)NC(=O)Nc2cccc(S(=O)(=O)N(C)C)c2)cc1
 : 1%	-34%	-5%	15%	-9%	-10%	-5	10%	2.3
CCOC(=O)c1cnc2ccc(OCC)cc2c1N1CCN(c2ccccc2OC)CC1
 : 3%	-11%	-5%	-61%[inhibitor]	8%	-6%	19	22%	-3.4
Cc1cc(C)c(NC(=O)CS(=O)CC(=O)Nc2ccc(F)cc2F)c(C)c1 (stereo not given)
 : -7%	-6%	-10%	-1%	-3%	-30%	6	-41%	-1.0
COc1ccc(NC(=S)N2CCC(NC(=O)C3CCCCC3)CC2)cc1
 : 4%	-1%	-4%	-4%	-2%	27%	0	21%	-0.1
COc1cccc(NC(=O)CN(C)C(=O)c2ccc(Cl)c(S(=O)(=O)N3CCCCCC3)c2)c1
 : 13%	-5%	-14%	11%	1%	-19%	3	?	-3.5
O=S(=O)(Nc1ccc(F)cc1)c1ccc(S(=O)(=O)N2CCOCC2)cc1
 : 6%	-5%	-4%	1%	0%	3%	2	nt	-2.3
OCCC1CN(Cc2cc3c(cc2Cl)OCO3)CCN1C1CCCC1 (stereo not given)
 : 3%	-2%	-8%	4%	-5%	-25%	1	-3%	0.1
CC(C)(C)OC(=O)NCCCCCc1nnc(SCc2ccccc2)o1
 : 3%	-9%	-7%	-10%	0%	-1%	4	16%	-4.6
CC1(C)ON=C(c2cccc(F)c2)NC1=O
 : -11%	9%[57.1 µM]	9%	-9%	-9%	9%	16	-5%	1.7
COc1ccc(NC(=O)CN(C)C(=O)CSCc2c(C)noc2C)cc1
 : 3%	10%	-11%	-1%	-3%	-2%	-4	3%	-4.2
COCCN(C(=O)CNC(=O)c1ccco1)C(C(=O)NC1CCCCC1)c1cccs1 (stereo not given)
 : -9%	7%[57.1 µM]	-8%	-31%[inhibitor]	-1%	11%	-7	8%	-2.8
CCN(CC)S(=O)(=O)c1ccc(N2CCN(C)CC2)c(NC(=O)c2cc(=O)c3ccccc3o2)c1
 : 6%	-12%	-1%	11%	4%	6%	-19	11%	3.1
Cc1cc(=O)n2nc(N3CCCC3C(=O)NCCCN3CC(C)CC(C)C3)sc2n1 (stereo not given)
 : -7%	-12%	-9%	3%	-1%	-10%	7	20%	2.1
CC(=O)OCC1OC(OC(C)=O)C(NC(=O)Cc2ccccc2)C(OC(C)=O)C1OC(C)=O (stereo not given)
 : -3%	9%	0%	-26%	-2%	11%	0	-6%	-2.3

Single records, as listed above:
Shown for Cc1cc(=O)n2nc(N3CCCC3C(=O)NCCCN3CC(C)CC(C)C3)sc2n1 (stereo not given) → EPAC1 ag = -7%; WRN inhibitor = -12%; PLK1 PBD block = -9%; Abeta rescue = 3%; aSyn yeast inh = -1%; EPAC1 antag = -10%; PI5P4Ka inh = 7; FUS yeast rescue = 20%; IL-2 act = 2.1
Shown for COc1cccc(NC(=O)CN(C)C(=O)c2ccc(Cl)c(S(=O)(=O)N3CCCCCC3)c2)c1 → EPAC1 ag = 13%; WRN inhibitor = -5%; PLK1 PBD block = -14%; Abeta rescue = 11%; aSyn yeast inh = 1%; EPAC1 antag = -19%; PI5P4Ka inh = 3; FUS yeast rescue = ?; IL-2 act = -3.5

Continuation.
Values in the order – EPAC1 ag	WRN inhibitor	PLK1 PBD block	Abeta rescue	aSyn yeast inh	EPAC1 antag	PI5P4Ka inh	FUS yeast rescue	IL-2 act
O=C(Nc1ccc(S(=O)(=O)Nc2nccs2)cc1)c1cccc(F)c1
 : 8%	-6%	-20%	-7%	-12%	12%	1	-2%	1.9
Cc1ccc(-c2ccc(OCC(=O)N3CCOCC3)cc2)cc1
 : -6%	-1%	-10%	-1%	-1%	-16%	1	35%	-3.1
COc1ccc(NC(=O)C2CCN(S(=O)(=O)c3ccc4c(c3)CC(C)N4C(C)=O)CC2)cc1OC (stereo not given)
 : 7%	-6%	-8%	4%	1%	-27%	0	-3%	-0.1
CCN(CC)CCCNC(=O)Cc1c(C(=O)O)n(C)c2ccccc12
 : -6%	-2%	-8%	6%	0%	-15%	-29	0%	-2.1
CCn1c(=NC(=O)c2ccc(N3C(=O)CCC3=O)cc2)sc2c(OC)ccc(OC)c21
 : -3%	-33%	-12%	1%	-1%	-22%	?	-1%	-0.4
C[n+]1ccccc1/C=C1\Sc2ccccc2N1CCO
 : 1%	-1%	10%	-2%	-3%	-1%	-10	-3%	-1.0

A run of entries taken from the entries so far:
Values in the order – EPAC1 ag	WRN inhibitor	PLK1 PBD block	Abeta rescue	aSyn yeast inh	EPAC1 antag	PI5P4Ka inh	FUS yeast rescue	IL-2 act
COc1cccc(C(C)NC(=O)c2c(F)cccc2Cl)c1 (stereo not given)
 : -7%	0%	5%	1%	6%	4%	8	nt	-0.8
Cc1ccc(Nc2nc(Oc3ccc(OCc4ccccc4)nn3)nc(N3CCOCC3)n2)cc1
 : 8%	0%	-1%	4%	-16%	2%	0	-13%	-1.8
FC(F)(F)c1cc(Cl)c2nc(-c3cccc(Cl)c3)c(Cc3cccc(Cl)c3)n2c1
 : 1%	1%	-1%	-12%	-7%	-2%	-1	-16%	7.7
Cc1cc(OC(=O)c2cc(Br)ccc2Cl)c([N+](=O)[O-])c(=O)[nH]1
 : 5%	4%	5%	3%	5%	6%	-2	-22%	0.1
CCOC(=O)N1CCN(S(=O)(=O)c2ccc(F)c(C(=O)Nc3ccc(C)c(Cl)c3)c2)CC1
 : -9%	81%[activator]	2%	1%	-2%	0%	2	35%	-0.8
CCOC(=O)c1nc(Nc2ccc(OC)cc2)c2ccccc2n1
 : 10%	-3%	-13%	-2%&-11%	-8%	12%	5	9%&-11%	-0.6
Cc1ccc(S(=O)(=O)NC(=O)Nc2cccc(S(=O)(=O)N(C)C)c2)cc1
 : 1%	-34%	-5%	15%	-9%	-10%	-5	10%	2.3
CCOC(=O)c1cnc2ccc(OCC)cc2c1N1CCN(c2ccccc2OC)CC1
 : 3%	-11%	-5%	-61%[inhibitor]	8%	-6%	19	22%	-3.4
Cc1cc(C)c(NC(=O)CS(=O)CC(=O)Nc2ccc(F)cc2F)c(C)c1 (stereo not given)
 : -7%	-6%	-10%	-1%	-3%	-30%	6	-41%	-1.0
COc1ccc(NC(=S)N2CCC(NC(=O)C3CCCCC3)CC2)cc1
 : 4%	-1%	-4%	-4%	-2%	27%	0	21%	-0.1
COc1cccc(NC(=O)CN(C)C(=O)c2ccc(Cl)c(S(=O)(=O)N3CCCCCC3)c2)c1
 : 13%	-5%	-14%	11%	1%	-19%	3	?	-3.5
O=S(=O)(Nc1ccc(F)cc1)c1ccc(S(=O)(=O)N2CCOCC2)cc1
 : 6%	-5%	-4%	1%	0%	3%	2	nt	-2.3
OCCC1CN(Cc2cc3c(cc2Cl)OCO3)CCN1C1CCCC1 (stereo not given)
 : 3%	-2%	-8%	4%	-5%	-25%	1	-3%	0.1

An unsorted share of the library. Share with any hit: about 4.1%.
